ABCB1 block – ABCB1 efflux pump inhibitors, primary screen, cell-based, multiplex, flow cytometry, ABCG2 counter-screen; CCRF-Adr cells, JC-1 efflux; inhibition, % at 6.6 µM; hit rate 0.067% among 190,000; in the data active means inhibition above about 40%;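 further: 0% = vehicle and 100% = reference inhibitor; higher value means more JC-1 retained so stronger ABCB1 efflux block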
Mcl-1 Bim block – inhibitors of Bim peptide binding to Mcl-1, primary screen, biochemical, bead-based flow cytometry, multiplex | inhibition, % at 10 µM | hit rate 0.1% among 190,000 | AID 1009, 2008 | Bim peptide-Mcl-1 binding | Induced myeloid leukemia cell differentiation protein Mcl-1 (Homo sapiens), Q07820; in the data active means inhibition above about 40%;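 further: 0% = no compound tracer wells and 100% = peptide blocker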
GSH bead fluor – compound fluorescence on glutathione beads, profiling panel, artefact control, biophysical, 488/530 nm, flow cytometry; fluorescence (KMESF) at 10 µM; GSH beads flow cytometry, compound fluorescence 488/530 nm; hits give high values; hit rate 0.25% among 190,000; in the data active means fluorescence above about 89;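 further: glutathione beads carrying GST-tagged Bcl family fusion proteins plus one bare bead set; values are compound well signal with DMSO vehicle wells as background; inactives centre near 16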
ABCG2 block – ABCG2 efflux pump inhibitors, primary screen, multiplex with ABCB1, IgMXP3 cells, flow cytometry; AID 1325, 2008; inhibition, % at 6.6 µM; Broad substrate specificity ATP-binding cassette transporter ABCG2 (Homo sapiens), Q9UNQ0; JC-1 efflux; hit rate 0.1% among 190,000;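 active means inhibition above 80%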;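 further: 0% = DMSO and 100% = nicardipine control wells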
Target sequence (Q9UNQ0 whole entry, looked up): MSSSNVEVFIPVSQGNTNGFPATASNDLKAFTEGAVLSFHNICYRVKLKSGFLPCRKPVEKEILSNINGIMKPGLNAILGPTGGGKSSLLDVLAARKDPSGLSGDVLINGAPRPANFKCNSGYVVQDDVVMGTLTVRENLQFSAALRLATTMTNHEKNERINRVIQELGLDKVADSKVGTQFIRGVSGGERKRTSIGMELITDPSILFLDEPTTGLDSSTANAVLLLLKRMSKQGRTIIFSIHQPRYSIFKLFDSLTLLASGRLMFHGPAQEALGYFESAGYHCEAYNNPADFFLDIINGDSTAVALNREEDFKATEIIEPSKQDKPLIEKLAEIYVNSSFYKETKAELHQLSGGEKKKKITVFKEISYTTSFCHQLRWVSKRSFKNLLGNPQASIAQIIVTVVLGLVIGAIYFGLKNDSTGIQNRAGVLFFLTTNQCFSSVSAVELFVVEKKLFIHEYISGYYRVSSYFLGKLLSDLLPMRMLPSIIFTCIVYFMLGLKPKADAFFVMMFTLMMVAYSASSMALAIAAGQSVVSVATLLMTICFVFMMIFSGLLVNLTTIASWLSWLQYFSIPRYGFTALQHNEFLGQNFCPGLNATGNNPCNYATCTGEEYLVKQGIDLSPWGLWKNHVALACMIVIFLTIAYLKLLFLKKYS
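Test system: IgMXP3 cells (ABCG2) mixed with DDAO far-red-labelled CCRF-Adr cells (ABCB1). Reagent: JC-1 transporter substrate. Compound dosing: single test compound dose, 6.6 µM final. Times: 10 min compound exposure, 25 °C. Detection: flow cytometry of retained JC-1 fluorescence. Read-out basis: efflux inhibition in percent versus controls. Controls: nicardipine and DMSO wells.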
Mcl1-Bid inh – Mcl-1/Bid binding inhibitors, primary screen, biochemical, TR-FRET, 1536-well | TR-FRET Mcl-1/Bid-Dy647 peptide binding | Induced myeloid leukemia cell differentiation protein Mcl-1 (Homo sapiens), Q07820 | inhibition, % at 21.7 µM | hit rate 0.97% among 220,000;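 active means compounds that cut the binding signal by more than half at the single screening dose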;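 further: His-tagged Mcl-1 with europium anti-His antibody binding Bid BH3 peptide; 0% = Mcl-1 plus peptide wells and 100% = peptide-only wells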
Mcl1-Noxa inh – Mcl-1/Noxa binding inhibitors, primary screen, biochemical, TR-FRET, 1536-well; AID 1022, 2008; hit rate 1.5% among 220,000; TR-FRET Mcl-1/Noxa peptide binding, 2 h; inhibition, % at 21.7 µM; Induced myeloid leukemia cell differentiation protein Mcl-1 (Homo sapiens), Q07820;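 active means compounds that cut the protein-peptide binding signal by more than 50% relative to plate controls in a single-dose test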;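 further: His-tagged Mcl-1 with rhodamine Noxa BH3 peptide and terbium anti-His antibody; 0% = Mcl-1 plus Noxa peptide wells and 100% = peptide-only wells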
RGS7-Gao reg – RGS7-Galphao binding modulators, primary screen, biochemical, multiplexed bead flow cytometry | Guanine nucleotide-binding protein G(o) subunit alpha (Homo sapiens), P09471 | actives lie on both sides | binding response (% of control), % at 10 µM | hit rate 0.35% among 220,000 | AID 1439, 2008; in the data active means binding response below about 49% or above about 150%; inconclusive means no clear call, values can overlap the other calls; inactive means in between;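 further: fluorescent Galphao held in activated GDP-AlF4 state binding bead-coupled RGS7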
Target sequence (P09471 whole entry, looked up): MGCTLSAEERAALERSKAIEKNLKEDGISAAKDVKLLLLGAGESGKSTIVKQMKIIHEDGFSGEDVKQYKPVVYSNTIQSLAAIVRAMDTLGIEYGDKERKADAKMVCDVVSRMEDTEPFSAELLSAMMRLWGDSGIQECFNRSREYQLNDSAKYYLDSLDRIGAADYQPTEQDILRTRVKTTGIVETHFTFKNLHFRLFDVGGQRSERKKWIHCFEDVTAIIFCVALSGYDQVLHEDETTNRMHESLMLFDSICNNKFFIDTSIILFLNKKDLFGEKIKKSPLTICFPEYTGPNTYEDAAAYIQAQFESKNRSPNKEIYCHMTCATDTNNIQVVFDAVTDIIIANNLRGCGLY
Avidin bead fluor – green autofluorescence of compounds with avidin beads – biophysical, 488/530 nm, flow cytometry, artefact control, profiling panel | compound fluorescence 488/530 nm; hits give high values | fluorescence (KMESF) at 10 µM | hit rate 0.38% among 220,000; in the data active means fluorescence above about 47; further: inactives centre near 10
RGS4-Gao reg – modulators of RGS4 binding to Galphao, primary screen, biochemical, multiplexed bead flow cytometry | Guanine nucleotide-binding protein G(o) subunit alpha (Homo sapiens), P09471 | actives lie on both sides | binding response (% of control), % at 10 µM | hit rate 0.33% among 220,000; in the data active means binding response below about 49% or above about 150%; inactive means in between;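 further: fluorescent Galphao activated with aluminum fluoride binding bead-coupled RGS4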
Pf gametocyte – late stage P. falciparum gametocyte viability inhibitors, primary screen, ATP luminescence, HTS | P. falciparum stage V gametocytes, 24 h | inhibition, % at 10.9 µM | hit rate 0.065% among 150,000 | AID 743093, 2013;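 active means inhibition above the mean plus 3 SD of compounds within the control limits, set per campaign, cut at about 38% in these data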;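 further: 0% = DMSO wells and 100% = medium only without gametocytes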
RGS8-Gao reg – RGS8-Galphao binding modulators, primary screen, biochemical, multiplexed bead flow cytometry; actives lie on both sides; response (percent of control binding), % at 10 µM; hit rate 0.34% among 220,000; in the data active means response below about 60% or above about 140%; inactive means in between;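 further: Galphao activated as the GDP aluminium fluoride complex binding bead-coupled RGS8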
Starred values were filed as active, the others as inactive; ? = inconclusive; · = not tested or not shown; & = joins results of further samples; ! = a repeat was not active; [ ] = remark or other dose.

SMILES	ABCB1 block	Mcl-1 Bim block	GSH bead fluor	ABCG2 block	Mcl1-Bid inh	Mcl1-Noxa inh	RGS7-Gao reg	Avidin bead fluor	RGS4-Gao reg	Pf gametocyte	RGS8-Gao reg
S=c1[nH]nc(-c2ccccc2Cl)n1/N=C/C=C/c1ccco1	·	·	·	·	-40	45	?	2	92	13	95
Cc1cc(C)n(/N=C/c2ccc(O)cc2)c(=O)c1C#N	0.2	0	25	0	-17	2	101	12	100	·	102
Cc1cccc(OCC2=NS(=O)(=O)c3ccccc3N2)c1	0.4	-2	18	5	-7	2	93	10	97	·	96
COc1ccc(-c2nc(NC(C)=O)sc2-c2ccccc2)cc1	-0.3	0	9	7	-52	-4	102	11	103	-20	102
O=C(CCSc1ccccc1)NC1CCCC1	0.3	-7	18	11	-11	-1	99	13	100	·	99
CN(C)c1ccc(C(CNS(=O)(=O)c2ccc(F)cc2)c2c[nH]c3ccccc23)cc1 (centres undefined)	-0.2	-2	12	-1	-48	31	105	17	99	-1	106
N[C@@H](Cc1cc(I)c(Oc2ccc(O)c(I)c2)c(I)c1)C(=O)O	-1.5&0.4	0&2	17&20	-5&3	66*!	105*!	95&106	6&6	97&111	·	102&111
O=C(c1ccco1)N1CCN(C(=O)c2cnn3c(C(F)(F)F)cc(-c4cccs4)nc23)CC1	1.5	-2	12	4	8	6	99	33	98	·	99
CN(C1CCCCC1)S(=O)(=O)c1ccc(NC(=O)C2CCCCC2C(=O)O)cc1 (centres undefined)	-0.5	0	34	-3	11	34	99	13	97	-2	98
CN1CCc2c(sc(NC(=O)c3ccc(S(=O)(=O)N4CCOCC4)cc3)c2C(N)=O)C1	-0.5	-7	12	-1	-15	5	95	13	95	·	99
O=C(CSc1nnc2c(Cl)cc(C(F)(F)F)cn12)NCc1ccc(F)cc1	-0.1	-1	14	0	-32	1	94	12	99	-20	104
COc1cccc(NC(=S)N(CCN(C)C)C(C)c2cccnc2)c1 (centres undefined)	0.1	0	21	-1	-30	4	89	6	97	18	94
Cc1c(C(=O)O)c2cc(O)ccc2n1-c1ccccc1	0.0	4	28	0	-60	-4	103	5	104	22	102
COc1ccc(C2=CSC3=NNC4(CCCCC4)NN23)cc1	-0.7	-28	9	0	-33	17	102	19	101	1	104
O=C(O)C1Cc2ccccc2CN1S(=O)(=O)c1ccc2ccccc2c1 (centres undefined)	0.2	6	14	1	-1	11	99	20	102	23	99
Cc1noc(NS(=O)(=O)c2ccc(N/C=C\C(=O)c3ccc(F)cc3)cc2)c1C	-0.7	3	10	2	-18	11	96	9	99	-7	100
CS(=O)(=O)N(CCc1ccccc1)CC(=O)N1CCCCC1	0.3	-3	36	2	-6	2	99	8	100	7	103
Cc1nc2n(COCCO)cnn2c(=O)c1Br	1.2	-1	15	3	0	7	102	17	102	3	98
Cc1c(C(=O)NCC2CCCO2)cccc1[N+](=O)[O-] (centres undefined)	0.2	-7	13	4	-5	-4	100	10	103	·	99
CCC(=O)c1ccc(OCC(=O)N2CCCC2)c(OC)c1	0.8	-3	11	5	13	16	102	4	89	12	89
CC/C(=C1/C(=O)CC(C)(C)C(C(=O)OC)C1=O)N1CCCC1 (centres undefined)	-0.2	-4	42	0	-8	-17	102	9	103	·	102
CCN1CCCC1Cn1cnc2c([nH]c3cccc(Cl)c32)c1=O (centres undefined)	0.3	-1	14	2	-10	34	102	37	101	-10	104
COc1ccc(/C=N/Nc2ncnc3sc4c(c23)CCCC4)cc1O	-0.2	19	6	-1	-78	32	66	0	89	·	76
O=C(Cc1ccc(S(=O)(=O)N2CCCCC2)s1)Nc1ccc(F)c(F)c1	0.4	-3	19	2	-8	20	92	4	93	-3	96
CC1CC(=O)c2cnc(Nc3cccc(C(F)(F)F)c3)nc2C1 (centres undefined)	0.5	0	4	8	4	7	101	7	106	-13	103
COCCNC(=O)/C(C#N)=C/c1ccc(O)c([N+](=O)[O-])c1	0.2	-1	24	5	-1	18	99	13	100	3	102
N/C(=N\OS(=O)(=O)c1ccc2ccccc2c1)c1ccncc1	-0.7	-2	27	-5	-22	9	97	12	95	5	96
CCN1/C(=C/c2sc(-c3ccccc3C)c[n+]2C)Sc2ccccc21	1.1	-3	12	1	5	28	100	6	100	-1	99
CCCc1ccc(Oc2c(-c3ccc(O)c(C)c3O)n[nH]c2C)cc1	-0.2	-2	11	1	-9	17	100	10	99	-4	103
Cn1c(N)c(C(=O)CCl)c(=O)n(Cc2ccccc2)c1=O	0.2	-1	18	11	9	6	99	10	100	·	98
O=S(=O)(c1cccc(-c2cn3cc(Cl)ccc3n2)c1)N1CCOCC1	0.6	0	15	4	-2	14	98	27	100	8	100
C#CCn1c(=NC(=O)c2ccc(S(=O)(=O)N3CCCc4ccccc43)cc2)sc2cc(S(N)(=O)=O)ccc21	-0.9	0	6	-4	-41	3	99	3	96	10	99
CCn1cc(/C=N\NC(=O)c2cc(-c3ccccc3OC)nc3ccccc23)c(C)n1	4.7	-2	11	17	5	20	100	3	100	-18	107
Cc1ccc2nc(-c3ccco3)c(Nc3ccccc3)n2c1	0.6	0	6	3	-5	-1	76	1	74	-5	84
CCC(=O)Nc1nc2nc(C)cc(=O)n2[nH]1	-0.3	-1	25	-2	8	14	103	15	102	·	99
Cc1ccc(-c2nc(CSCC(=O)N3CCN(C(=O)c4ccco4)CC3)c(C)o2)cc1	0.5	-3	15	1	-6	0	98	6	99	·	100
O=C(c1cc([N+](=O)[O-])cc([N+](=O)[O-])c1)N1CCCc2ccccc21	0.7	-2	13	2	-23	3	102	14	100	0	107
CCOC(=O)Cn1c(=NC(=O)CSC(C)=O)sc2cc(F)ccc21	0.5	-2	27	3	-10	-44	97	8	97	·	97
O=C(CNc1cccc(Cl)c1)NNC(=S)NCc1ccccc1	-0.3	1	17	0	-58	4	88	6	97	-12	93
CCOC(=O)N=S(=O)(Oc1ccc([N+](=O)[O-])cc1)c1ccccc1 (centres undefined)	0.1	-2	17	1	2	7	138	11	136	·	122
O=C(/C(=C(/[O-])c1ccccc1)[n+]1ccccc1)c1ccc([N+](=O)[O-])cc1	0.7	-4	6	3	-34	7	103	2	102	-1	101
Cc1onc(-c2ccccc2)c1C(=O)NNC(=S)NC(=O)c1ccc(Cl)cc1Cl	0.3	-2	18	5	-60	-50	102	17	101	·	99
CCOn1c(-n2nc(C)cc2C)nc2ccccc2c1=O	0.3	0	74	1	-21	2	102	12	103	-6	102
O=C(Nc1ccccc1)Nc1cc(OCC(F)(F)F)cc(OCC(F)(F)F)c1	-1.2	0	5	7	7	16	122	12	121	·	124
C/C(=N\Nc1ccc(F)cc1F)c1cccs1	0.1	0	16	2	-80	-12	98	9	99	·	100
CN(c1ccc(C(=O)Nc2ccccc2Sc2ccccc2)cc1)S(C)(=O)=O	1.3	1	12	12	10	9	105	21	102	-17	107
CN(c1ccccc1)S(=O)(=O)c1ccc(Cl)nc1	0.8	0	13	7	-12	-10	?	11	103	-10	103
CC(=O)Nc1ccc(C2NC(=O)c3ccccc3O2)cc1 (centres undefined)	-3.9	-3	26	-3	-20	-4	106	0	101	·	90
CC(C)c1ccc(NC(=O)C(c2ccccc2)N(Cc2ccco2)C(=O)CC2NC(=O)NC2=O)cc1 (centres undefined)	0.5	1	11	1	-5	3	102	12	100	-6	102
COc1ccc(S(=O)(=O)NC(CC(=O)N2CCc3ccccc32)c2ccco2)cc1 (centres undefined)	1.6	0	32	8	0	-8	102	13	100	1	102
Cc1cc(CCC(=O)O)c(C)cc1CCC(=O)O	0.1	0	13	1	-41	5	99	7	98	·	99
CCOC(=O)N1CCN(Cc2nc(Cc3cccc(F)c3)no2)CC1	2.2	-2	9	5	-19	8	102	2	103	-4	102
Cc1nc(C)c(-c2csc(NCc3ccccc3)n2)s1	0.7	2	29	21	-15	-12	97	7	100	12	99
COC(=O)COc1ccccc1C(N)=O	0.3	0	31	2	-6	7	96	8	98	6	95
Cc1cccc(S(=O)(=O)CC(=O)Nc2nc(-c3ccccc3)cs2)c1	0.7	-7	19	2	-15	3	130	12	183*[activator]	2	118
Cc1c(C(=O)NCc2ccco2)sc2nc(-c3ccccc3)cn12	0.6	0	15	2	-25	-7	100	7	99	·	102
O=C(Cn1cncn1)N/N=C/c1cccnc1	·	·	·	·	-45	-13	?	8	98	-16	101
CN(C)CCNC(=O)C(=O)NCC1OCCCN1S(=O)(=O)c1cccs1 (centres undefined)	0.5	-2	9	0	-3	2	98	4	98	-25	100
N#Cc1ccccc1S(=O)(=O)c1ccccc1C(=O)Nc1ccccc1	0.2	-1	9	1	-1	-6	114	18	110	-4	116
CC1=Nc2cc(C(=O)O)ccc2Sc2ccc(Br)cc21	-0.1	-2	15	-2	44	57*	103	7	105	·	101
More records:
SMILES	ABCB1 block	Mcl-1 Bim block	GSH bead fluor	ABCG2 block	Mcl1-Bid inh	Mcl1-Noxa inh	RGS7-Gao reg	Avidin bead fluor	RGS4-Gao reg	Pf gametocyte	RGS8-Gao reg
Oc1ccccc1/C=C/c1noc(-c2ccccc2O)n1	0.1	-1	15	2	-27	19	?	8	97	7	100
CC(C)C(=O)Nc1oc(-c2ccccc2)cc1C#N	0.8	-3	18	5	-47	1	96	5	98	-29	97
Fc1ccccc1Cn1c2[n+](c3ccc(C(F)(F)F)cc31)CCCCC2	1.4	-2	14	7	-3	7	?	10	106	27	102
C=CCNC(=O)c1ccccc1NC(=O)c1ccc(Cl)c(S(=O)(=O)Nc2cccc(C)c2C)c1	1.2	2	14	3	0	19	93	12	97	2	95
O=C(CSc1nnc(SCC(=O)NCc2ccc3c(c2)OCO3)s1)NCc1ccc2c(c1)OCO2	0.1	-2	56	0	-11	-9	91	2	92	-16	79
CCCN(CCC)C(=O)CSc1ncccc1C(=O)O	1.1	-5	23	-9	-9	16	88	6	90	13	90

From PubChem
